Screening data: PubChem BioAssay, several laboratories
m-calpain inh = blocks pig calpain II enzyme activity | purified calpain II, fluorogenic peptide substrate, 30 min | inhibition, % at 16 µM | actives 0.37% (n = 220,000);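 active means inhibition above about 50%, limit read from the data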
Furin inhibitor = human furin inhibition; P09958; purified furin, fluorogenic substrate cleavage; inhibition, % at 30 µM; actives 0.061% (n = 220,000); AID 463115; in the data active means inhibition above about 25%; further: inactives centre near -15
TRPML3 agonist = agonists of human TRPML3 channel. activation, % at 3 µM. actives 0.29% (n = 220,000). Q8TDD5. HEK293 TRPML3-YFP, Fluo-8 calcium fluorescence; 100% = the carbachol control signal. AID 1448;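 active means activation above its plate's cutoff, the mean activation of the plate's test wells plus 3 SD, cut at about 12% in these data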;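 further: 0% = DMSO only wells and 100% = carbachol wells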
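Test system: TRPML3-YFP stable HEK293 cells. Doses: single point at 3 µM. Incubation: dye loading 1 h 37 °C then 30 min ambient, 125 s read. Signal: Fluo-8 calcium dye fluorescence, ex 470-495, em 515-575 nm. Measure: percent activation from peak-to-basal fluorescence ratio, scaled between DMSO and carbachol.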
PPC-1+TRAIL kill = kills PPC-1 cancer cells in the presence of TRAIL. PPC-1 cells + TRAIL, ATPLite viability luminescence. cell killing (% activity), % at 4 µM. actives 0.41% (n = 220,000);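 active means cell killing above 50% in the first pass at 4 µM, then a duplicate retest at 5 µM averaging 50% or more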;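 further: plate controls were cells with TRAIL plus DMSO for no effect and medium-only wells lacking cells for full effect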
EBV gp42 inh = EBV gp42 inhibition | Fluorescence polarization binding assay, mP read-out | inhibition, % (tested at 21.74 µM) | actives 0.42% (n = 220,000) | AID 1085; in the data active means inhibition above about 50%
TRPN1 ag = agonists of zebrafish TRPN1 channel; HEK293 zebrafish TRPN1-YFP, Fluo-8 calcium fluorescence; 100% = response to 87 µM carbachol; activation, % at 3 µM; actives 0.18% (n = 220,000); AID 1424;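 active means activation above its plate's cutoff, the mean activation of test wells on that plate plus 3 SD, cut at about 19% in these data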;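 further: 0% = DMSO alone and 100% = 87 µM carbachol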
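System: zebrafish TRPN1-YFP in HEK293 cells / Dosing: 3 µM single point / Timing: dye loading 1 h at 37 °C, then 30 min room temperature / Signal: Fluo-8 calcium fluorescence, excitation 470-495 nm, emission 515-575 nm / Read-out basis: percent activation from peak over basal fluorescence ratio, control-normalized / Control set: high carbachol 87 µM, low DMSO alone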
Thrombin inh = blocks human thrombin protease activity. P00734. alpha-thrombin, Boc-VPR-AMC fluorogenic substrate cleavage. inhibition, % at 5 µM. actives 0.26% (n = 220,000);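 active means inhibition at or above 40%; inactive means inhibition below 40%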;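 further: 0% = enzyme with no compound and 100% = wells without enzyme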
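Test system: human alpha-thrombin; medium: pH 7.5 Tris-saline with Tween 20; times: reaction at room temperature; signal: AMC fluorescence at 355 nm excitation and 460 nm emission; also added: Boc-VPR-AMC substrate, 15 µM final; dosing: one concentration per compound, 5 µM, with 0.2% DMSO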
Cl transport mod = KCC2 (human) Cl- transport modulation; AID 1456; KCC2 cells, thallium flux FluoZin-2 fluorescence; B-score of Tl+ flux slope (higher = more flux/activation; lower = inhibition) at 10 µM; Q9H2X9; actives 2.2% (n = 190,000);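 active means thallium flux slope and its plate-corrected score both differing from the plate sample mean at a set confidence after two filtering rounds, in either direction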;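 further: slope of fluorescence scaled to starting intensity during 10 to 20 s after thallium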
Target sequence (Q9H2X9 whole entry, looked up): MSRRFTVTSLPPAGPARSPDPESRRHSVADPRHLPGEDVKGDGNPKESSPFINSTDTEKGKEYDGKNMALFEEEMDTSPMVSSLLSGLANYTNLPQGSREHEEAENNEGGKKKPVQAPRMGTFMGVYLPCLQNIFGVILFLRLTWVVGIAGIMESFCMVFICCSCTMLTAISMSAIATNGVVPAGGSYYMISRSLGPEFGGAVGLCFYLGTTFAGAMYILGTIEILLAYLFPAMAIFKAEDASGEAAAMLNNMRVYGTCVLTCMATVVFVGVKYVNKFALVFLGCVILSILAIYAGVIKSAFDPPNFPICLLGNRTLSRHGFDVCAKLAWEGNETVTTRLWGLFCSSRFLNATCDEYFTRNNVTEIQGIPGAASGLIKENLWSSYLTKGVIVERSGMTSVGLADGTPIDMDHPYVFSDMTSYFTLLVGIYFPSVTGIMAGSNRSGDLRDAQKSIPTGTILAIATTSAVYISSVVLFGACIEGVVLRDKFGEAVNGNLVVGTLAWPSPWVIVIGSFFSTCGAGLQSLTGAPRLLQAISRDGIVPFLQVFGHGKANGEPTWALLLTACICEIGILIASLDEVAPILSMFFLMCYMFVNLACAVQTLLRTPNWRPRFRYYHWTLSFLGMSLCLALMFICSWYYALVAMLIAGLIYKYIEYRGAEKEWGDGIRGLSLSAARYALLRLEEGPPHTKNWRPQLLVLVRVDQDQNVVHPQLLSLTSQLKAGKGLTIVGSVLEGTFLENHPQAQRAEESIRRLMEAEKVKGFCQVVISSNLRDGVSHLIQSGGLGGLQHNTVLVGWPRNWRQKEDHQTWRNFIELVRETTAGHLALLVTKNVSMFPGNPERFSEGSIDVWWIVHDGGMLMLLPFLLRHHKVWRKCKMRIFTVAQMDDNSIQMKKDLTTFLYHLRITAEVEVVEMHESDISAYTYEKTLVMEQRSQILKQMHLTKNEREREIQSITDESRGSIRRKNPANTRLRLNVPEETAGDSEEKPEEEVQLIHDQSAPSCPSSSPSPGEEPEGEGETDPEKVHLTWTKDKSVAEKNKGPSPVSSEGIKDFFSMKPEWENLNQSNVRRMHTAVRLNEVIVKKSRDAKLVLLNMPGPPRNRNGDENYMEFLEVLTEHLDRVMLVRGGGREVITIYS
Tb hexokinase = T. brucei hexokinase 1 inhibition; recombinant TbHK1, G6PDH-coupled NADH A340; inhibition, % at 10 µM; actives 0.11% (n = 220,000); AID 1430;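 active means inhibition of 50% or more in the single-dose primary screen; inactive means inhibition below 50%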
* marks the source's active call; other numbers are inactive results; · = not tested or not shown; [ ] = another dose, or the depositor's remark.

structure	m-calpain inh	Furin inhibitor	TRPML3 agonist	PPC-1+TRAIL kill	EBV gp42 inh	TRPN1 ag	Thrombin inh	Cl transport mod	Tb hexokinase
Cc1noc(C)c1COc1ccc(C(=O)NCc2ccccn2)cc1	11	-19	-0.3	10	-12	1.1	4	0.67	34
O=c1c2ccccc2nnn1COc1cccc2ccccc12	17	-31	-0.5	-4	1	-0.4	1	0.47	2
Cc1ccc(CCN2CC(C(=O)NCc3ccco3)CC2=O)cc1 (stereo not drawn)	15	-23	0.9	5	-13	0.2	6	·	-14
C/C(=N/NC(=O)CCCOc1ccc(Cl)cc1Cl)c1ccc(C)o1	0	-20	0.2	0	5	-1.9	-11	0.27	-3
CCOc1cc(/C=C2\C(=O)N(c3ccc(C(N)=O)cc3)N=C2C)ccc1OC(=O)c1cccs1	-40	-10	-0.7	-12	-5	-2.6	-3	-0.38	-17
Nc1nc(CSC(=S)N2CCCCC2)nc(Nc2ccccc2)n1	7	-17	-1.2	26	-13	-3.4	-24	0.16	5
CCc1ccc(OCC(=O)NC(NC(=S)Nc2ccc(C)cc2C)C(Cl)(Cl)Cl)cc1 (stereo not drawn)	-2	-10[20 µM]	-0.2	18	-9	0.1	4	-0.058	-4
COC(=O)CC/C(O)=C1\C(=O)CC(C)(C)CC1=NCc1nc2ccccc2[nH]1	0	-21	0.7	5	4	0.0	-8	0.0053	-6
CCOC(=O)N1CCC(N2CCCC(C(=O)c3cccc(OC(C)C)c3)C2)CC1 (stereo not drawn)	-4	-9	-0.6	-34	-14	-0.4	-3	0.037	-8
C/C(Cn1nnc([N+](=O)[O-])n1)=N\NC(=O)c1ccccc1	-57	-17[20 µM]	0.5	10	-19	-3.0	1	-1.1	-1
Clc1ccc(C2CC(c3ccccc3)Nc3ncnn32)cc1 (stereo not drawn)	6	-22	0.8	-3	-18	2.7	7	0.39	-2
O=C(N/N=C/c1ccsc1)c1cc(O)cc(O)c1	11	-7	0.4	-10	-5	0.9	0	·	1

An excerpt from above in order of the Furin inhibitor value, ascending.
SMILES	Furin inhibitor
Cc1ccc(CCN2CC(C(=O)NCc3ccco3)CC2=O)cc1 (stereo not drawn)	-23
C/C(=N/NC(=O)CCCOc1ccc(Cl)cc1Cl)c1ccc(C)o1	-20
CCOC(=O)N1CCC(N2CCCC(C(=O)c3cccc(OC(C)C)c3)C2)CC1 (stereo not drawn)	-9

New compounds follow.
structure	m-calpain inh	Furin inhibitor	TRPML3 agonist	PPC-1+TRAIL kill	EBV gp42 inh	TRPN1 ag	Thrombin inh	Cl transport mod	Tb hexokinase
Cc1c(C(=O)Nc2cnccn2)oc2ccccc12	-21	-18[20 µM]	0.3	13	2	-1.2	2	·	-1
CS(=O)(=O)N1CCC(C(=O)Nc2ccc(Cl)c(C(F)(F)F)c2)CC1	22	-19[20 µM]	0.4	8	-5	1.0	3	-0.11	-2
N#Cc1c(NCc2ccccc2)ccnc1NCc1cccnc1	-13	-14[20 µM]	0.5	39	-21	7.3	0	0.16	0
OCc1ccc(O)c2ncccc12	27	-34[20 µM]	0.6	-1	3	0.5	-3	0.13	12
CCOc1ccc(/C=C/C(=O)Nc2ccc3[nH]c(=O)[nH]c3c2)cc1	-1	-15	0.8	-11	-15	1.6	-2	0.89	1
Cc1cccc(OCC(=O)Nc2ccc3c(c2)OCCO3)c1	-35	-16[20 µM]	-0.5	17	1	-0.8	-6	·	5
CCC(C)[C@H](NC(=O)NCCCn1ccnc1)C(=O)OC (stereo partly drawn)	-7	-14	0.7	19	-3	0.8	-8	1.2	37
Cn1c(=O)oc2cc(S(=O)(=O)N3CCCC(C(=O)Nc4ccc5c(c4)OCCO5)C3)ccc21 (stereo not drawn)	-17	4	0.6	18	6	0.5	-5	1.3	-6
NS(=O)(=O)c1ccc(NC(=O)c2ccccc2Cl)cc1	-15	-13[20 µM]	1.9	-12	-6	0.2	3	2.1	7
CCOc1cccc(C(=O)Nc2cccc(-c3nnc(-c4ccccc4)o3)c2)c1	0	-11	0.6	19	-29	2.0	1	·	0
CCOC(=O)c1ccc2[nH]c3c(c2c1)CCCCC3=O	17	-32[20 µM]	0.2	19	5	-0.6	-2	1	-7
CCOC(=O)N1CCN(C(=O)c2cnsn2)CC1	-4	-13[20 µM]	0.5	-3	-7	-0.1	0	·	-5
O=C(NC1CCCCC1)c1cc(Cl)nc2ccccc12	7	-3	0.8	30	-14	-0.9	-11	0.58	-6
CCC1(C)Cc2c(sc3nnn(CC(=O)Nc4ccc(Cl)cc4)c(=O)c23)CO1 (stereo not drawn)	-11	-9[20 µM]	0.5	-17	-11	0.0	0	-0.29	-15
COC(C[C@@H](O)C[C@H](O)COCc1ccccc1)OC	-16	-31	·	12	-10	·	-2	-0.38	-12
CN(C)CCNc1nc2c(c(=O)[nH]c(=O)n2C)n1CC(O)COc1ccc(Cl)cc1 (stereo not drawn)	-18	-25	0.1	16	-17	0.7	-4	1.1	4
CC(O)c1nc2ccccc2n1Cc1nnc(-c2ccc(Cl)cc2)o1 (stereo not drawn)	2	-14	0.6	-2	-18	0.3	0	-1.2	7
CC(=O)C(C(C)=O)c1c(Cl)c(O)c(O)c2c(C(=O)c3ccccc3)coc12	-80	-18	-0.5	5	6	0.2	2	-5.3*	8
OCCCc1nc2n(n1)C(c1cccs1)C=C(c1ccccc1)N2 (stereo not drawn)	-299	-55	-0.3	6	142*	0.2	3	·	-30
N#CC1=C(N2CCCCC2)c2cc3c(n2C1=O)CCCC3	14	-25[20 µM]	0.1	-14	-16	0.0	2	-0.6	-22
CCCC1CC(=O)OC1(C)C(=O)CSc1n[nH]c(-c2ccccc2)n1 (stereo not drawn)	-2	0[20 µM]	-0.1	2	-17	0.0	-2	-0.23	-1
Cc1ccc(OCc2nnc(NC(=O)OCC(C)C)s2)cc1	-40	-7[20 µM]	0.1	0	5	-1.0	-2	0.034	1
O=C(O)CNC(=O)CC12CC3CC(CC(C3)C1)C2	-3	-14[20 µM]	0.7	3	-29	-0.4	1	-0.26	-6
CCOc1ccc(NC(=S)Nc2cccc3cnccc23)cc1	-2	-20	0.6	34	-7	2.4	-1	1.4	-9
C/C(=N\OC(=O)c1cccc(C)c1)c1sc(-c2ccccc2)nc1C	-87	-12[20 µM]	0.1	12	-6	-0.3	0	-0.029	0
Cc1ccc(C(=O)NC2(C(F)(F)F)NC(=O)N(c3ccc(Cl)cc3)C2=O)cc1 (stereo not drawn)	26	-11	-0.4	-2	15	-1.9	-10	-0.46	-1
COc1ccc([N+](=O)[O-])cc1NC(=O)c1ccc(CN(c2ccc(C)c(C)c2)S(C)(=O)=O)cc1	-14	-16	1.2	27	-5	1.6	-8	-0.042	-8
CCCCCCn1cc(C(=O)O)c(=O)c2ccccc21	-1	-1	-0.3	-7	-3	2.6	3	·	-22
CCc1ccc2c(CN3CCN(S(=O)(=O)c4cccs4)CC3)cc(=O)oc2c1	18	-16	1.1	28	-18	0.3	-3	-4.6	2
Cc1ccc(OCC2Cn3c(nc4c3c(=O)n(C)c(=O)n4C)O2)cc1 (stereo not drawn)	2	-18[20 µM]	0.6	30	-4	0.7	-1	-0.54	-4
CCn1c(CNC(=O)c2ccco2)nnc1SCC(=O)Nc1cc(C(F)(F)F)ccc1Cl	-20	-20[20 µM]	-0.5	-9	-26	0.3	-3	0.025	0
Cc1ccc(-n2cc(C(C)(C)C)[nH]c2=S)cc1	-9	-21	0.1	-13	-4	0.6	1	2.1	-2
O=C(Nc1ccncc1)Nc1ccc(F)cc1F	-16	-27[20 µM]	0.9	37	73*	1.9	1	1.1	-4
NNc1nnc(-c2ccccc2)c(-c2ccccc2)n1	29	-19[20 µM]	1.0	-20	-17	-1.3	-5	0.76	-12
COc1ccc(OC)c(/C(C)=N/Nc2ccc(C(=O)O)cc2)c1	-9	-29	0.9	5	-9	0.2	1	0.97	-24
Cc1nc(NCCCN2CCOCC2)c2oc3ccccc3c2n1	-21	-6	-0.4	·	-7	-0.3	-5	0.95	-6

Reprinted at random: two records from the list.
structure	m-calpain inh	Furin inhibitor	TRPML3 agonist	PPC-1+TRAIL kill	EBV gp42 inh	TRPN1 ag	Thrombin inh	Cl transport mod	Tb hexokinase
C/C(Cn1nnc([N+](=O)[O-])n1)=N\NC(=O)c1ccccc1	-57	-17[20 µM]	0.5	10	-19	-3.0	1	-1.1	-1
OCCCc1nc2n(n1)C(c1cccs1)C=C(c1ccccc1)N2 (stereo not drawn)	-299	-55	-0.3	6	142*	0.2	3	·	-30

Next entries follow.
structure	m-calpain inh	Furin inhibitor	TRPML3 agonist	PPC-1+TRAIL kill	EBV gp42 inh	TRPN1 ag	Thrombin inh	Cl transport mod	Tb hexokinase
COCC(=O)NC1CCN(C(=O)NCc2ccccc2)CC1	-15	-2[20 µM]	0.1	-7	-10	-0.1	2	·	-3
O=C(NCc1ccccn1)c1cc(-c2ccccc2)on1	12	-9[20 µM]	0.4	13	-7	-0.3	1	0.75	-4
COc1ccccc1NC(=O)CNc1ccc(F)c(Cl)c1	15	-3	-0.2	4	-29	-1.6	21	-0.038	0
Oc1ccccc1N=Cc1ccc[nH]1	-26	-9	0.5	10	-32	-0.3	1	·	-2
Cc1nnc(NC(=O)Oc2ccccc2)s1	19	-4	0.6	15	0	0.3	-7	0.28	48
C/C(=N\NC(=O)c1ccccc1[N+](=O)[O-])c1ccc(Br)s1	29	-16	0.3	4	-6	-1.1	-3	0.79	-6
COc1ccc(C(=O)OCCCN(C)C)cc1OC	19	-6	1.2	0	-18	-1.1	-16	0.85	32
CCN(CC)CCN1C(=O)C(=O)/C(=C(/O)c2ccc(Cl)cc2)C1c1ccncc1 (stereo not drawn)	1	5	0.3	1	-14	0.9	3	1.6	-13
Cc1n(CC(=O)c2ccc(F)cc2)c2ccccc2[n+]1C	-1	-39	1.2	16	-21	0.9	-12	0.8	0
CCCN(CCC)C(=O)Cn1ccc(=N)c2ccccc21	9	-5	0.6	15	0	0.6	34	0.4	4
Cc1cccc(Oc2ccc(NC(=O)c3ccccc3C(=O)O)cc2)c1	-12	-17	1.1	14	-4	-0.6	-6	-0.65	2
CCOC(=O)C1CCN(S(=O)(=O)c2ccc(OC)c(Cl)c2Cl)CC1	7	-5[20 µM]	-0.8	24	3	-0.5	-2	0.014	-3
Cc1ccc(S(=O)(=O)Nn2c(C)ccc2C)cc1	-67	-10[20 µM]	0.2	24	-28	0.0	0	·	-1
N/C(=N\OC(=O)c1cccc(Cn2cc(C(F)(F)F)ccc2=O)c1)c1ccc(Cl)cc1	24	-4	-0.6	6	-3	0.9	15	-0.28	1
O=C1CC(c2cccc(Cl)c2)CC(O)=C1C=NCCCO (stereo not drawn)	-4	-10[20 µM]	0.4	24	4	1.9	-8	2.5	-1
CC(C)(C)c1ccc(C(=O)NN2C(=O)CSC2=S)cc1	0	-27	0.2	-7	-15	-0.3	-3	-0.86	-15
CN(C)c1ccc(/C=N/NC(=O)c2ccc(Cn3cc(Br)cn3)o2)cc1	-7	-5	0.1	-1	-20	-0.2	-2	-0.63	-24
Cc1cc(C(=O)NNS(=O)(=O)c2ccc(F)cc2)nn1C(C)(C)C	19	-8	-0.1	24	-8	0.8	5	0.5	-5
COc1ccc(C2C(C#N)=C(/N=C/N3CCN(C)CC3)OC3=C2C(=O)CC(C)(C)C3)cc1 (stereo not drawn)	-14	-19	-0.3	-13	-15	-1.3	-1	·	-21
